# High-throughput results as filed in PubChem.
# Tau fibril FP = inhibitors of human tau fibril formation. P10636. K18 P301L tau heparin fibrillization, Alexa594 FP, 6 h. Potency, µM (doses to about 57.7 µM), for the others: top-dose activity, negative = inhibition, usual class: inhibitors. actives 0.39% (n = 280,000). AID 1468; also: % is scaled to controls: 0 for no effect and ±100 for the full control effect; nearly all actives have a fitted effect of over 55% in size
# Target sequence (P10636 561-689 P618L limits assumed): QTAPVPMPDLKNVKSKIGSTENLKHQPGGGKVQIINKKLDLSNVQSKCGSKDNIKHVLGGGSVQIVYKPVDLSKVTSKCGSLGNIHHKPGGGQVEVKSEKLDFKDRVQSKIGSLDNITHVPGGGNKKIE
#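 K18 P301L tau (15 uM unlabeled/0.24 uM Alexa 594-labeled, final) + compound + heparin 20 uM final; 100 mM NaOAc pH 7; 6 hr 37 C; ThT 30 uM final added, 1 hr RT; FP ex 555/em 632 nm.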
# Tau fibril ThT = blocks human tau fibril formation measured by thioflavin T. AID 1460. recombinant tau K18 P301L, heparin-induced fibrillization, ThT fluorescence. P10636. actives 2.1% (n = 270,000). Potency, µM (highest dose often 57.4 µM), for inactives: at the top dose activity, negative = inhibition, usual class: inhibitors; also: % is scaled to controls: 0 for no effect and ±100 for the full control effect; nearly all actives have a fitted effect of over 55% in size
#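 Recombinant human tau K18 fragment […] carrying P301L, 15 uM unlabeled plus 0.24 uM Alexa 594-labeled, was fibrillized with 20 uM heparin in 100 mM sodium acetate pH 7 for 6 hr at 37 C; 30 uM ThT fluorescence read after 1 hr.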
# GAA inh = alpha-glucosidase (human) inhibition | P10253 | purified human GAA, 4-MU-alpha-glucoside fluorescence | Potency, µM (doses to about 76.9 µM), for inactives: at the top dose activity change, negative = inhibition, actives largely listed as inhibitors | actives 0.005% (n = 200,000) | AID 1466;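 also: plate controls were uninhibited enzyme wells for no effect and no-enzyme background for full effect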
#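 Human alpha-glucosidase, 4 nM, pre-mixed with test compounds before 400 uM 4-methylumbelliferyl substrate; 20 min room temperature at pH 5.0. Fluorescence read after pH 10 stop; AC50 values from Hill-equation fits.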
# GAA glycogen mod = GAA glycogen-cleavage inhibition or activation. P10253. recombinant GAA, glycogen substrate, Amplex Red glucose oxidase fluorescence. Potency, µM (titrated, usually from 76.4 µM), without a hit: top-dose activity change, negative = inhibition, usual class: inhibitors. actives 0.38% (n = 300,000). AID 2100;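 also: 0% = full enzyme reaction and -100% = no-enzyme basal signal; the screen sought inhibitors and activators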
#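 Recombinant human alpha-glucosidase (4 nM final) hydrolysed bovine liver glycogen (30 ug) for 40 min at 37 C in pH 5.0 citrate/phosphate with 0.01% Tween-20. Released glucose detected by glucose oxidase/Amplex Red, Ex 573/Em 610 nm. Compounds up to 77 uM; AC50 from Hill fits.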
# HTT cytoprotect = Huntington cell model cytoprotection by ATP luminescence. actives 0.14% (n = 230,000). AID 1471. Potency, µM (titrated, usually from 56.4 µM), for inactives: cytoprotection (ATP increase), actives largely listed as activators. PC12 HTT-Q103 induced, cytoprotection, ATP luminescence, 40 h;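 also: % of control where 0% means no effect; nearly all actives have a fitted effect of over 45% in size; toxic huntingtin expression switched on by the ecdysone agonist tebufenozide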
#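 Compounds were screened for protection of PC12 cells against cell death after tebufenozide induction (100 nM final) of mutant Huntingtin exon 1 (Q103) fused to GFP.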
# aGal spleen mod = alpha-galactosidase A (human) modulation | human spleen homogenate, 4MU-alpha-Gal fluorescence, 40 min | P06280 | Potency, µM (top dose mostly 80 µM), for inactives: at the top dose activity change, negative = inhibition, usual class: inhibitors | actives 0.008% (n = 240,000);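 also: 0% = enzyme with vehicle and -100% = no enzyme basal signal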
# Target sequence (P06280 32-429 limits assumed): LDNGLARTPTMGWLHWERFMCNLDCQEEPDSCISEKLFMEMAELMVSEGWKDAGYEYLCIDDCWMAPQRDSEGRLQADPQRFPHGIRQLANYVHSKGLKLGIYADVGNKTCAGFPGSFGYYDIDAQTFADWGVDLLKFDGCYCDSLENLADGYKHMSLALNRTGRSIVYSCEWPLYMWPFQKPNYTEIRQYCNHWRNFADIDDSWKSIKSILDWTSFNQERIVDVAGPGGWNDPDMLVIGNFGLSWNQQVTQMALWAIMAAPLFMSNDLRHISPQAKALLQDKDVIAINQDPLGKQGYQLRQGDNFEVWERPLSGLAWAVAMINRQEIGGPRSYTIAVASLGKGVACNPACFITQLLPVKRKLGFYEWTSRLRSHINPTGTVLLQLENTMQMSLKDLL
#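 qHTS titration in buffer at pH 5.0. Alpha-galactosidase activity in spleen homogenate was measured via 4-methylumbelliferone release from 1 mM fluorogenic substrate after 40 min at 37C and a pH 10 stop. AC50 came from Hill fits of control-normalized data.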
# aGlu spleen mod = inhibits or activates alpha-glucosidase in human spleen homogenate. actives 0.006% (n = 240,000). Potency, µM (titrated, usually from 79.9 µM), for the others: top-dose activity change, negative = inhibition, most hits filed as inhibitors. AID 2112. human spleen homogenate, 4-MU-alpha-glucoside fluorescence. P10253;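 also: 0% = enzyme with vehicle and -100% = no enzyme basal signal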
#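 Compounds were titrated against alpha-glucosidase in spleen homogenate at pH 5.0, with 1 mM 4-methylumbelliferyl substrate for 40 min at 37 C. Reactions were quenched with pH 10 NaOH/glycine and fluorescence measured.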
# Tau fluor cs = counter-screen for tau fibril formation inhibitors. tau K18 P301L (four-repeat tau fragment) Alexa594 fluorescence, heparin fibrillization. Potency, µM (series often up to 57.7 µM), without a hit: top-dose activity change, negative = decrease. actives 0.93% (n = 280,000). AID 1463; also: % is scaled to controls: 0 for no effect and ±100 for the full control effect; nearly all actives have a fitted effect of over 55% in size
#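 Human K18 P301L tau (15 uM unlabeled plus 0.24 uM Alexa 594-labeled, final) in 100 mM sodium acetate pH 7 was mixed with compound and 20 uM heparin and incubated 6 hr at 37 C.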
# Active calls of the source: *; ? = inconclusive; . = no result given; & = joins results of further samples; [ ] = another dose, or the depositor's remark. Calls follow the shape of the dose curve; as a rule, active = well fitted curve in the direction sought with a large enough effect; inconclusive = small, poorly fitted or top-dose-only effect, or another doubt; inactive = no such curve, though single readings can be large; an effect the other way counts as inactive or inconclusive. Potency is read from the fitted curve at half-maximal effect. Compounds as they come. About 3.3% of those tested had a hit in this group.
Molecule	Tau fibril FP	Tau fibril ThT	GAA inh	GAA glycogen mod	HTT cytoprotect	aGal spleen mod	aGlu spleen mod	Tau fluor cs
O=C(Cc1ccc(F)cc1)N1CCC(c2nc3c(nnn3Cc3ccc(Cl)cc3)c(=O)[nH]2)CC1	9%	-9%	.	11%[76.3 µM]	.	.	.	-8%
CCOc1ccc(C(=O)NC(C(=O)NCc2ccccc2OC)C(C)C)cc1 (stereo not drawn)	10%	2%	4%	3%	12%[10 µM]	0%	-10%	6%
CCOC(=O)CSC1=Nc2ccccc2C2=NC(CC(=O)NCc3ccccc3)C(=O)N12 (stereo not drawn)	-1%	?	15%	-3%	7%	10%	4%	-11%
COc1ccccc1NC(=O)CSc1nnc(Cn2c(=O)sc3ccccc32)n1C	?	-11%	-2%	3%	-3%	2%	-18%	-14%
Cc1ccc(-c2cccc([C@H]3[C@@H]4C=CC[C@@H](C)[C@@H]4C(=O)N3Cc3ccccc3)c2)cc1	9%[81.3 µM]	-18%[81.4 µM]	.	.	-65%[inhibitor]	-1%	-4%	-5%[81.3 µM]
O=S(=O)(c1cccs1)N1CN(C2CCCC2)c2nc3ccccc3nc21	-17%	-11%	.	5%	-5%[10 µM]	7%	-3%	-29%
CCN(CC)CCSc1nnc2c3cc(F)ccc3n(CC)c2n1	-9%	-10%	.	1%[76.3 µM]	.	.	.	-11%
Cc1cc(C(=O)OC(C(=O)Nc2ccc(C)c(Cl)c2)c2ccccc2)c(C)o1 (stereo not drawn)	?	-2%	2%	5%	9%[10 µM]	-15%	-6%	-28%
COc1cc(/C=C2\SC(=Nc3ccccc3)N(Cc3ccco3)C2=O)ccc1OC(C)C(=O)O (stereo not drawn)	10%	-9%	2%	3%	.	8%	-4%	-13%
CN1C(=S)SC2CS(=O)(=O)CC21C (stereo not drawn)	-10%	-2%	.	-1%	33%[10 µM]	4%	3%	-9%
CCNC1CCS(=O)(=O)C1 (stereo not drawn)	3%	5%	.	-4%	-4%[10 µM]	-9%	-6%	-1%
CC(C)CC(=O)Nc1ccc(C(=O)Cn2c(=O)oc3ccccc32)cc1	6%	1%	-3%	2%	-10%	2%	.	-15%
Cc1nc(NCC2CCCO2)c2nnn(Cc3ccccc3)c2n1 (stereo not drawn)	-2%	-2%	-8%	-4%	-18%	-2%	-2%	-12%
COc1ccc(C2c3[nH]c4ccccc4c3CCN2C(=O)c2ccc(=O)n(C)n2)c(F)c1 (stereo not drawn)	4%	-3%	-6%	-10%	-55%[inhibitor]	1%	-3%	-2%
Cc1ccc(CN2CCN(CC(=O)N3CCc4ccccc4C3)C2=O)cc1	5%	7%	2%	7%	18%	5%	1%	7%
CCCCC(CC)C(=O)N1CCN(C(=O)c2ccco2)CC1 (stereo not drawn)	-5%	6%	6%	-11%	-49%[inhibitor]	0%	-6%	8%

# Given as labelled records: entries from further up
CN1C(=S)SC2CS(=O)(=O)CC21C (stereo not drawn)
  Tau fibril FP: -10% | Tau fibril ThT: -2% | GAA inh: . | GAA glycogen mod: -1% | HTT cytoprotect: 33%[10 µM] | aGal spleen mod: 4% | aGlu spleen mod: 3% | Tau fluor cs: -9%

CCNC1CCS(=O)(=O)C1 (stereo not drawn)
  Tau fibril FP: 3% | Tau fibril ThT: 5% | GAA inh: . | GAA glycogen mod: -4% | HTT cytoprotect: -4%[10 µM] | aGal spleen mod: -9% | aGlu spleen mod: -6% | Tau fluor cs: -1%

CC(C)CC(=O)Nc1ccc(C(=O)Cn2c(=O)oc3ccccc32)cc1
  Tau fibril FP: 6% | Tau fibril ThT: 1% | GAA inh: -3% | GAA glycogen mod: 2% | HTT cytoprotect: -10% | aGal spleen mod: 2% | aGlu spleen mod: . | Tau fluor cs: -15%

# (list continues)
Molecule	Tau fibril FP	Tau fibril ThT	GAA inh	GAA glycogen mod	HTT cytoprotect	aGal spleen mod	aGlu spleen mod	Tau fluor cs
CSc1c(C#N)c(N)nc2sc(C(=O)c3ccc(Cl)c(Cl)c3)c(N)c12	-9%	.	.	.	-3%[10 µM]	-1%	4%	?
Cc1nc(C(=O)Nc2ccccc2)sc1C(=O)Nc1ccccc1	-6%	?	.	2%	2%[10 µM]	-4%	1%	-27%
COCCCNC(=O)c1ccc([N+](=O)[O-])c(Cl)c1	-12%	-6%	5%	-4%	4%[10 µM]	0%	4%	-8%
CC1=C(C(=O)N2CCOCC2)C(c2cc(C)ccc2C)NC(=S)N1 (stereo not drawn)	-2%	-6%	10%	2%	-4%	6%	3%	-1%
Cc1cc(C)n(-c2ccc(C(=O)OCn3nnc4ccccc4c3=O)cc2)n1	6%	-5%	-4%	-9%	-10%	4%	-20%	-11%
CC(C)OC(=O)c1ccc(NC(=O)CSc2nc(-c3cccs3)cc(C(F)(F)F)n2)cc1	?	-14%	.	15%[76.3 µM]	.	.	.	?
CCCC1CCC(=NNC(=S)NCCc2ccccc2)CC1 (stereo not drawn)	9%	?	-10%	?	4%	-1%	0%	-28%
N#C/C(=C\c1cn[nH]c1-c1ccccc1Br)C(=O)O	6%	0%	-5%	-3%	2%[10 µM]	0%	-7%	3%
CSc1nc(C)cc(SCCO)n1	0%	-3%	-13%	5%	4%	7%	3%	9%
CCc1cccc(NS(=O)(=O)c2ccc3c(c2)oc(=O)n3C)c1	-10%	-11%	-1%	-6%	-8%	0%	-11%	-23%
Cc1onc(-c2ccccc2)c1C(=O)Nc1ccc(Cl)cn1	-12%	-6%	2%	-4%	12%[10 µM]	10%	0%	-15%
CCOC(=O)CC1C(=O)NCCN1S(=O)(=O)c1ccc(Cl)c(Cl)c1 (stereo not drawn)	-3%	2%	?	-3%	24%	17%	-20%	0%
CCC(C)(C)n1nnnc1C(c1ccccn1)N1CCCCC1 (stereo not drawn)	-3%	-4%	10%	6%	1%[10 µM]	2%	-15%	-5%
O=C(NCCc1ccccc1)c1ccc(CSc2nc3ccncc3n2Cc2cccc(F)c2)cc1	1%	-3%	.	?	.	.	.	-27%
Cc1ccc(-n2c(SCC(=O)O)nc3sc4c(c3c2=O)CCCC4)cc1	1%&0%	-11%&-3%	13%	6%	1%[10 µM]	-6%	-4%	1%&1%
CCOC(=O)N1CCN(C(=O)c2cccc(OC)c2OC)CC1	-3%	8%	0%	5%	2%[0.074 µM]	-5%	-5%	5%
COC(=O)c1c(-c2ccc(C)cc2)csc1N	1%	?	3%	-3%	-12%	-3%	-2%	-26%
CC(=O)N1CCN(S(=O)(=O)c2ccc(C)c([N+](=O)[O-])c2)C1C(C)C (stereo not drawn)	-7%	2%	-2%	-1%	12%	-5%	3%	-5%
Cc1ccc(S(=O)(=O)NCCc2ccncc2)cc1C	0%	8%	0%	2%	-25%	-4%	2%	0%
CCOc1ccc(-c2nnc3ccc(SC)nn23)cc1	0%	-4%	2%	3%	9%	12%	-4%	2%
COc1ccc2c(c1)CCc1sc(NC(=O)c3ccc(C)cc3)nc1-2	10%	?	-1%	-5%	-9%	-8%	-7%	?
O=C(c1ccc(NS(=O)(=O)c2ccc3c(c2)OCCO3)cc1)N1CCCCC1	-8%	-9%	.	4%	-5%[10 µM]	-1%	3%	-11%
COc1ccc(CCNC(=O)CSc2ccsc2[N+](=O)[O-])cc1OC	-1%	?	-3%	-11%	16%	-10%	-8%	-27%
Cc1ccc(C(OC(=O)c2ccco2)C(=O)NCc2cccs2)cc1 (stereo not drawn)	0%	-2%	1%	4%	5%	-1%	-3%	-4%
Cc1ccc2nc(SCC(=O)Nc3ccc(C)c([N+](=O)[O-])c3)[nH]c2c1	?	?	-14%	6%	4%[10 µM]	5%	-18%	?
CCCCC(=O)Nc1ccc(NC(=O)c2cc(OC)c(OC)c(OC)c2)cn1	-7%	-8%	0%	0%	-17%	5%	-16%	-7%
COc1ccc(Cl)cc1N(CC(=O)N1CCCCC1)S(C)(=O)=O	1%	10%	-3%	16%	26%[10 µM]	11%	9%	11%
N#C/C(=N\O)c1nc(-c2ccccc2)cs1	5%&1%	?	8%&3%	10%&6%	-7%&-11%	6%&-5%	5%&-15%	-7%&-11%
Cc1ccc(S(=O)(=O)N2c3ccc(S(N)(=O)=O)cc3CC2C)cc1 (stereo not drawn)	-5%	-3%	0%	-8%	-5%[0.074 µM]	3%	5%	-12%
CCC(C)NC(=O)CC(NS(=O)(=O)c1ccc(NC(C)=O)cc1)C(C)C (stereo not drawn)	5%	0%	2%	-13%	6%	-8%	-3%	-2%
CCCCC(c1nnnn1CC1CCCO1)N1CCN(Cc2ccccc2)CC1 (stereo not drawn)	-3%	1%	2%	-3%	-3%[10 µM]	-3%	-3%	3%
CC(C)CN(C(=O)COC(=O)CCc1c[nH]c2ccccc12)C1CCS(=O)(=O)C1 (stereo not drawn)	9%	-5%	9%	7%	-4%	2%	-2%	-6%
O=C(Cc1cccc2ccccc12)NNC(=O)Nc1cccc(Cl)c1	-12%	7%	1%	6%	-25%	-3%	-5%	-29%
Cc1cc(NC(=O)CN2C(=O)/C(=C/c3cccc(Br)c3)SC2=S)no1	-5%	-6%	5%	-5%	?	0%	-1%	-24%
CCCn1c2ccccc2c2cnn(CC(=O)NCC3CCN(Cc4ccc(C)cc4)CC3)c(=O)c21	5%	-9%	.	-4%[76.3 µM]	.	.	.	4%
S=c1[nH]nc(-c2cccnc2)n1-c1ccc2c(c1)OCCO2	-2%	-4%	0%	7%	-6%[10 µM]	-7%	-2%	-3%
O=C(CC1CCCCC1)N1CCCC(c2nc(-c3ccc(S(=O)(=O)N4CCCC4)cc3)no2)C1 (stereo not drawn)	11%	-14%	-9%	-12%	-9%[10 µM]	4%	-2%	-7%
CCOC(=O)N1CCN(C(=O)CCn2nc(-c3ccccc3)ccc2=O)CC1	2%	7%	2%	7%	2%	1%	2%	6%
CP(C)(=O)CCP(=O)(c1ccccc1)c1ccccc1	-4%	-2%	2%	20%	-2%[10 µM]	6%	1%	-6%
CCOC(=O)c1c(NC(=O)C2CCCO2)sc(C)c1C (stereo not drawn)	4%	-5%	1%	-2%	-18%	-3%	.	-12%
